hIAP block: human IAP inhibitors, primary screen, biochemical, luminescence, uHTS; Intestinal-type alkaline phosphatase (Homo sapiens), P09923; purified IAP, CDP-Star luminescence, 30 min; inhibition, % at 10 µM; 330,000 tested, 0.12% active; AID 2544, 2010;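 active means inhibition reaching a set limit with compound at 10 µM in the primary screen, cut at about 35% in these data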;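 further: plate controls were DMSO wells with enzyme for no effect and no-enzyme buffer wells for full effect; values of inactives mirror those of a sister screen read the other way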
Target sequence (P09923 whole entry, looked up): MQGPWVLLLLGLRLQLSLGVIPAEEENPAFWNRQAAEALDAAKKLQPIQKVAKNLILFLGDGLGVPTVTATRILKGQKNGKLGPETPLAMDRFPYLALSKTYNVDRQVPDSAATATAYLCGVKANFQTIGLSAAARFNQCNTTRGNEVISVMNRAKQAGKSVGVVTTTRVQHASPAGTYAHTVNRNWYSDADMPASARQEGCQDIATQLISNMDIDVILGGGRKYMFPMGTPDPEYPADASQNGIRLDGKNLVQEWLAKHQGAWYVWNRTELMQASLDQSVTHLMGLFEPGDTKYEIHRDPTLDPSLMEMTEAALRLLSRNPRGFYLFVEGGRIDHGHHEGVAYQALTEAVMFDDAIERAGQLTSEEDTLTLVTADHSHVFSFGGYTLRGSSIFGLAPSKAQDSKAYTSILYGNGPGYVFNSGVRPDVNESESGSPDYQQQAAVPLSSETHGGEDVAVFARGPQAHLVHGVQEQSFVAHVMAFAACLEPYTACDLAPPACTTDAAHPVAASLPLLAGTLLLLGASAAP
mIAP inh: inhibitors of mouse IAP, primary screen, biochemical, luminescence, uHTS | AID 2806, 2010 | purified mouse IAP, CDP-Star luminescence, 30 min | inhibition, % at 10 µM | 330,000 tested, 0.2% active | intestinal alkaline phosphatase [Mus musculus];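 active means inhibition of at least 40% at 10 µM in the primary screen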;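 further: plate controls were DMSO with enzyme for no effect and no enzyme wells for full effect; values of inactives mirror those of a sister screen read the other way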
Apaf-1 inh: inhibitors of human Apaf-1 apoptosome, primary screen, biochemical, DEVD-Rh110 fluorescence, uHTS; Apoptotic protease-activating factor 1 (Homo sapiens), O14727; reconstituted apoptosome caspase-3 activity; inhibition, % at 20 µM; 330,000 tested, 0.71% active; AID 489030, 2010; active means inhibition of at least 40% at 20 µM;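 further: plate controls were DMSO wells for no effect and DEVD-CHO caspase inhibitor wells for full effect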
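detection = Rh110 fluorescence intensity | test system = biochemical Apaf-1 apoptosome reconstitution | also added = cytochrome c and DEVD-Rh110 substrate | schedule = 30 min plus 50 min, RT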
ATG4B inhibitor: ATG4B protease inhibitors, primary screen, biochemical, fluorescence, uHTS; ATG4B cleavage of LC3-PLA2, NBD-HPC fluorescence, 1 h; inhibition, % at 8.33 µM; 340,000 tested, 0.51% active; AID 504462, 2011; in the data active means inhibition above about 40%
Target sequence (Q9Y4P1 whole entry, looked up): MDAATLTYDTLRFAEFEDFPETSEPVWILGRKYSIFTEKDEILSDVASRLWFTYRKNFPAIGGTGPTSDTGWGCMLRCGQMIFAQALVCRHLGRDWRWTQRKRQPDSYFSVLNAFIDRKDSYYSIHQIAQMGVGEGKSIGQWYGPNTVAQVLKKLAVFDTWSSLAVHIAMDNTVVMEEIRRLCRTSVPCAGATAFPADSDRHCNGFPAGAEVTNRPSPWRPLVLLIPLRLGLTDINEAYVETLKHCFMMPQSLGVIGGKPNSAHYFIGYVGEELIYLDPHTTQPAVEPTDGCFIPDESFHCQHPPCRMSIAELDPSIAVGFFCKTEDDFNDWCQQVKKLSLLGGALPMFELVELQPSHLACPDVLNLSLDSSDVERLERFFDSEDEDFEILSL
NLRP3 yeast inh: NALP3 inflammasome inhibitors in reconstituted yeast, primary screen, luminescence, uHTS. Yeast reconstituted NLRP3/ASC/caspase-1, beta-gal luminescence, 24 h. inhibition, % at 10 µM. 330,000 tested, 0.39% active;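 active means inhibition of 50% or more; inactive means inhibition below 50%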;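 further: plate controls were induced DMSO wells for no effect and uninduced yeast grown without galactose for full effect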
mIAP act: activators of mouse IAP, primary screen, biochemical, luminescence, uHTS; muIAP, CDP-Star luminescence, 30 min; active compounds read high; 1 = vehicle-only enzyme signal, 0 = enzyme-free wells; intestinal alkaline phosphatase [Mus musculus]; activation factor at 10 µM; 330,000 tested, 0.24% active;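 active means activation factor of at least 2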; further: the source names both 10 and 20 µM as test concentration; values of inactives mirror those of a sister screen read the other way
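Assay system: mouse IAP enzyme; reagent: chemiluminescent substrate CDP-Star; dosing: test compounds delivered from DMSO solution; schedule: 30 min at room temperature; measured by: luminescence from enzymatic CDP-Star hydrolysis; controls: DMSO-only wells and no-enzyme negative control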
tim10-1 inh: growth inhibitors of tim10-1 mutant yeast, primary screen, luminescence, uHTS | S. cerevisiae tim10-1 ts strain growth, BacTiter-Glo, 24 h | inhibition, % at 20 µM | 330,000 tested, 2.2% active | AID 463190, 2010;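 active means inhibition of at least 40%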;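 further: mutant grown at 25 °C; 0% = DMSO wells with yeast and 100% = wells holding no yeast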
hIAP act: human IAP activators, primary screen, biochemical, luminescence, uHTS. Intestinal-type alkaline phosphatase (Homo sapiens), P09923. purified human IAP, CDP-Star luminescence, 30 min; active compounds read high; 1 = vehicle-only enzyme, 0 = enzyme-free background. activation factor at 10 µM. 330,000 tested, 0.16% active. AID 2524, 2010;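 active means activation factor of the enzyme at least 2-fold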; further: the source names both 10 and 20 µM as test concentration; values of inactives mirror those of a sister screen read the other way
TIM10 inh: growth inhibitors of isogenic TIM10 control yeast, primary screen, counter-screen for tim10-1 yeast inhibitor project, luminescence, uHTS | inhibition, % at 10 µM | 330,000 tested, 1.4% active | AID 463195, 2010 | S. cerevisiae TIM10 strain growth, BacTiter-Glo luminescence, 24 h;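 active means inhibition of 40% or more at the single tested concentration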;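 further: wild-type TIM10 isogenic control strain grown at permissive 25 °C; 0% = DMSO yeast wells and 100% = minimal medium wells without yeast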
The depositor's hits bear a star; . = not tested or not shown. No enrichment for hits; about 4.5% have a hit in one of these screens.

SMILES | hIAP block | mIAP inh | Apaf-1 inh | ATG4B inhibitor | NLRP3 yeast inh | mIAP act | tim10-1 inh | hIAP act | TIM10 inh
CCOC(=O)c1nn(-c2ccc3c(c2)CCN3C(C)=O)cc1O | 10 | 6 | -15 | 3 | 20 | 0.94 | -13 | 0.9 | -7
Cc1cc(=O)oc2cc(OCC(=O)OCC(=O)Nc3ccc4ccccc4c3)ccc12 | 5 | -3 | 23 | 3 | 4 | 1 | 28 | 0.95 | 9
O=C(O)c1cc(S(=O)(=O)Nc2ccc(N3CCCCC3)cc2)ccc1Cl | 17 | -3 | -1 | -2 | 0 | 1 | -6 | 0.83 | 5
CC1CCCCC1NC(=O)Cn1nnc(-c2ccc(Cl)cc2)n1 (centres undefined) | -18 | -6 | -9 | 11 | 12 | 1.1 | 13 | 1.2 | 8
CC(C)(C)c1ccc(S(=O)(=O)N2CCCCC2)cc1 | 5 | 0 | 25 | -2 | 9 | 0.99 | 23 | 0.95 | 9
COc1cccc(CN2C(=O)C(C)Oc3ccccc32)c1 (centres undefined) | -6 | 5 | 4 | 5 | 3 | 0.95 | 10 | 1.1 | -2
CN(CC(=O)NCc1ccco1)CC(=O)Nc1c(Cl)cccc1Cl | -46 | -10 | -4 | 5 | 4 | 1.1 | 8 | 1.5 | 10
Cc1ccccc1NC(=O)c1ccccn1 | -4 | 6 | 0 | -12 | -2 | 0.94 | -1 | 1 | -5
COc1ccc(-c2cc(C(F)(F)F)c(C#N)c(SCC(=O)Nc3ccc(C)cc3)n2)cc1 | 8 | 11 | -9 | -3 | 7 | 0.89 | -1 | 0.92 | 11
CCOC(=O)c1c(C)nc2sc(C(=O)Nc3ccccc3)c(N)c2c1-c1ccc(OC)cc1 | -11 | -7 | 7 | -10 | 9 | 1.1 | 26 | 1.1 | 0
CC(=O)c1ccc(N2CCN(C(=O)c3cccs3)C(C)C2)c(F)c1 (centres undefined) | 11 | -4 | 12 | -4 | 13 | 1 | -9 | 0.89 | -10
CCCCn1c(CCNC(=O)CC)nc2ccccc21 | 2 | -9 | 0 | 1 | 10 | 1.1 | -27 | 0.98 | -11
NNC(=O)c1cccn(Cc2cccc(C(F)(F)F)c2)c1=O | 11 | -8 | 16 | -7 | -18 | 1.1 | 25 | 0.89 | -3
COc1ccc(NC(=O)CCCNC(=O)Cn2cnc3sc(C)c(C)c3c2=O)c(OC)c1 | -4 | 1 | 0 | -4 | -6 | 0.99 | -23 | 1 | 10
COc1ccc(NC(=O)C(Cc2ccccc2)n2cccc2)cc1OC (centres undefined) | 6 | -47 | -11 | 1 | -4 | 1.5 | 12 | 0.94 | 21
COc1ccc(C2NC(=O)NC(C)=C2[N+](=O)[O-])cc1OC (centres undefined) | -10 | -2 | 0 | 7 | -7 | 1 | 1 | 1.1 | -5
CCOc1ncccc1C(=O)Nc1ccc(S(=O)(=O)N2CC(C)CC(C)C2)cc1 (centres undefined) | -2 | 16 | -1 | 0 | 15 | 0.83 | 6 | 1 | -6
CCOc1ccc(CC(=O)Nc2sc(Cc3ccccc3)c(C)c2C(N)=O)cc1OCC | -5 | 9 | 7 | 1 | -1 | 0.91 | 9 | 1 | -3
CCN(CCO)Cc1csc2ccc(Br)cc12 | 14 | 1 | -8 | 5 | 22 | 0.99 | 3 | 0.86 | -11
Cc1nn(-c2nc3ccccc3[nH]2)c(N)c1-c1ccccc1 | -59 | -2 | 11 | 22 | 46 | 1 | 6 | 1.6 | 26
CCn1c(CCCNC(=O)c2ccc(F)cc2)nc2ccccc21 | -8 | -11 | -1 | -10 | 10 | 1.1 | -13 | 1.1 | 3
COc1ccccc1N=c1c2c([N+](=O)[O-])cc([N+](=O)[O-])cc2n(O)n1-c1ccccc1OC | 14 | 17 | -5 | . | 18 | 0.83 | -28 | 0.86 | -25
O=S(=O)(c1ccc(Br)cc1)N1CCCc2ccccc21 | 21 | 9 | 18 | -2 | -6 | 0.91 | -15 | 0.79 | 3
O=C(CCc1nnc2ccc(N3CCCC3)nn12)Nc1ccc(F)cc1F | -12 | -3 | 8 | -2 | 18 | 1 | 0 | 1.1 | 5
C=CCOc1ccc(-c2nc3c(c(=O)[nH]c(=O)n3CCCC)n2C)cc1OC | 0 | 0 | -3 | 2 | -11 | 1 | -23 | 1 | -31
O=C(CSc1nnc(SCc2cccc3ccccc23)s1)N/N=C/c1c[nH]c2ccccc12 | 2 | 13 | 2 | -4 | 15 | 0.87 | 24 | 0.98 | 19
CCCOc1ccc(S(=O)(=O)N2CCN(C)CC2)c2ccccc12 | 6 | 10 | 6 | 2 | 12 | 0.9 | 29 | 0.94 | 5
CCN(c1ccccc1)C1(O)C(=O)c2ccccc2C1=O | -19 | -3 | -4 | -7 | 29 | 1 | 8 | 1.2 | -1
COc1c(N2CCN(C(=S)Nc3ccc(F)cc3)C(C)C2)c(F)cc2c(=O)c(C(=O)O)cn(C3CC3)c12 (centres undefined) | 6 | 0 | 22 | -12 | 21 | 1 | 12 | 0.94 | 11
Cc1[nH]c2ccccc2c1C(=O)CSc1cccc[n+]1[O-] | 2 | -1 | -20 | -1 | 6 | 1 | 4 | 0.98 | -5

Continued, overlapping the part above by 3 compounds.
SMILES | hIAP block | mIAP inh | Apaf-1 inh | ATG4B inhibitor | NLRP3 yeast inh | mIAP act | tim10-1 inh | hIAP act | TIM10 inh
CCN(c1ccccc1)C1(O)C(=O)c2ccccc2C1=O | -19 | -3 | -4 | -7 | 29 | 1 | 8 | 1.2 | -1
COc1c(N2CCN(C(=S)Nc3ccc(F)cc3)C(C)C2)c(F)cc2c(=O)c(C(=O)O)cn(C3CC3)c12 (centres undefined) | 6 | 0 | 22 | -12 | 21 | 1 | 12 | 0.94 | 11
Cc1[nH]c2ccccc2c1C(=O)CSc1cccc[n+]1[O-] | 2 | -1 | -20 | -1 | 6 | 1 | 4 | 0.98 | -5
N=c1c(S(=O)(=O)c2ccc(Cl)cc2)cc2c(=O)n3ccccc3nc2n1Cc1cccnc1 | -9 | 5 | 10 | -2 | 10 | 0.95 | -5 | 1.1 | -1
O=C(Nc1ccc(F)cc1)c1ccc(Br)c(S(=O)(=O)N2CCOCC2)c1 | 3 | -5 | 2 | -7 | 6 | 1 | 13 | 0.97 | -1
Nc1nnnn1CC(=O)N/N=C/C=C/c1ccccc1 | -4 | 11 | -19 | -6 | -4 | 0.89 | -14 | 1 | 2
O=C(c1cc2ccc([N+](=O)[O-])cc2oc1=O)N1CCOCC1 | 14 | 6 | 2 | -8 | -1 | 0.94 | -1 | 0.86 | 5
CC(=O)CCc1ccc(OCCCCN2CCC(Cc3ccccc3)CC2)cc1 | 6 | 1 | -13 | -6 | 22 | 0.99 | -47 | 0.94 | -94
COc1cc2c(cc1NC(=O)c1ccccc1F)CCCC2 | 10 | 4 | 12 | 11 | 24 | 0.96 | 18 | 0.9 | 24
COc1cccc(-c2noc(-c3ccc(Cl)nc3)n2)c1 | 12 | -1 | 13 | 8 | 1 | 1 | 21 | 0.88 | 4
Cc1ccc(S(=O)(=O)N2CCN(C(=O)N3CCOCC3)C2c2ccc(N(C)C)cc2)cc1 (centres undefined) | 14 | 2 | 6 | -12 | -11 | 0.98 | 22 | 0.86 | 2
C=CCOC(=O)C1=C(C)NC(SCC(=O)Nc2nccs2)=C(C#N)C1c1ccc(Cl)cc1 (centres undefined) | -1 | 7 | 22 | -3 | 6 | 0.93 | 21 | 1 | 18
O=C(NCC1COc2ccccc2O1)C1C2C=CC3(CN(Cc4ccccc4Cl)C(=O)C13)O2 (centres undefined) | -17 | -4 | 24 | -3 | 6 | 1 | 23 | 1.2 | 16
CCN(CC(=O)Nc1ccccc1C(F)(F)F)C(=O)CN1C(=O)NC2(CCCCC2)C1=O | 0 | -2 | 1 | -1 | -1 | 1 | -24 | 0.99 | -6
CCOC(=O)C(NC(=O)c1ccc(F)cc1)(Nc1nnc(C)s1)C(F)(F)F (centres undefined) | -2 | 28 | -13 | -9 | 1 | 0.72 | 15 | 1 | -6
C=CCNC(=O)C1COc2ccccc2O1 (centres undefined) | -4 | -9 | -8 | -6 | -20 | 1.1 | 2 | 1 | -9
O=c1oc2ccc(Cl)cc2cc1-c1ccccc1 | -4 | 0 | 1 | 2 | 19 | 1 | -7 | 1 | -10
Cc1[nH]n(-c2ccc(Cl)cc2)c(=O)c1C(=O)c1ccccc1 | -11 | -2 | 6 | -2 | 20 | 1 | -21 | 1.1 | -23
CCOc1ccc(Nc2nc(Cc3nnc(SCC(=O)c4ccc(C)c(C)c4)o3)cs2)cc1 | -18 | 19 | 6 | -7 | 16 | 0.81 | 17 | 1.2 | 21
Cc1ccc(S(=O)(=O)N2CCN(C(=O)c3n[nH]c(=O)c4ccccc34)CC2)cc1 | 4 | -2 | 5 | 7 | 12 | 1 | -11 | 0.95 | 10
O=C(CCN1C(=O)c2cccc3cccc(c23)C1=O)N1CCOCC1 | -2 | -8 | -11 | 0 | 13 | 1.1 | 15 | 1 | 1
COc1cc(C(=O)NNC(=O)c2cc(=O)[nH]c3ccccc23)cc(OC)c1OC | 6 | 12 | 1 | -3 | 14 | 0.88 | 11 | 0.94 | -4
CCC(=O)N1CCN(c2ccccc2NC(=O)c2ccc([N+](=O)[O-])o2)CC1 | 3 | -9 | 3 | -7 | 35 | 1.1 | 24 | 0.97 | 35
CCOC(=O)c1ccc(NC2=CC(=O)C(=O)c3ccccc32)cc1 | 17 | 10 | 72* | -7 | 22 | 0.9 | -5 | 0.83 | -13
Cc1ccc(S(=O)(=O)NCc2ccco2)cc1C | 10 | 0 | -23 | -1 | 14 | 1 | 3 | 0.9 | 5
COc1ccccc1N1CCN(/N=C/c2cc(OC)c(OC)c(OC)c2)CC1 | -21 | 0 | 4 | -6 | 15 | 1 | 16 | 1.2 | 8
NC(=O)N\N=C/C=C/C=C/c1ccc(F)cc1 | -14 | -17 | -8 | -3 | 17 | 1.2 | -13 | 1.1 | 1
CCOC(=O)/C=c1\s/c(=C\c2ccc3cc(OC)ccc3c2)c(=O)n1CC(=O)NCc1ccc2c(c1)OCO2 | 16 | 14 | 6 | 8 | 13 | 0.86 | -37 | 0.84 | -9
Cn1c(=O)c2c(nc(NCCNC(=O)c3ccco3)n2Cc2ccc(Cl)cc2Cl)n(C)c1=O | 2 | -4 | 3 | 4 | 25 | 1 | -8 | 0.98 | -11
CC(C)(C)c1ccc(NC(=S)NCc2cccs2)cc1 | -26 | -89 | 18 | 15 | 7 | 1.9 | 54* | 1.3 | 46*
Cc1ccc(-c2cc(C(=O)O)c3cc(Br)ccc3n2)o1 | 2 | 3 | 5 | 4 | 4 | 0.97 | 10 | 0.98 | 5
COc1ccc(CC(=O)Nc2ccc(S(=O)(=O)Nc3nccs3)cc2)cc1 | -5 | 6 | 5 | -6 | 6 | 0.94 | 1 | 1 | -18

High-throughput results (PubChem)
